ATG4B inhibitor: blocks human ATG4B protease cleavage of LC3 substrate. Q9Y4P1. ATG4B cleavage of LC3-PLA2, NBD-HPC fluorescence, 1 h. inhibition, % at 8.33 µM. 340,000 tested, 0.51% active. AID 504462; in the data active = inhibition above about 40%
NALP3 yeast inh: NALP3 inhibition in yeast; AID 2825; 330,000 tested, 0.39% active; Yeast reconstituted NLRP3/ASC/caspase-1, beta-gal luminescence, 24 h; inhibition, % at 10 µM;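 active = inhibition of 50% or more; inactive = inhibition below 50%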;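 also: plate controls were induced DMSO wells for no effect and uninduced yeast grown without galactose for full effect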
mIAP activ: increases mouse intestinal alkaline phosphatase activity; muIAP, CDP-Star luminescence, 30 min; active compounds read high; 1 = vehicle-only enzyme signal, 0 = enzyme-free wells; activation factor at 10 µM; 330,000 tested, 0.24% active;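 active = activation factor of at least 2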; also: the source names both 10 and 20 µM as test concentration; values of inactives mirror those of a sister screen read the other way
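System: Mouse IAP enzyme | Also added: CDP-Star substrate | Dosing: Compounds dispensed in DMSO | Schedule: 30 min enzyme-substrate-compound incubation at room temperature | Technique: Chemiluminescence readout | Control set: DMSO-only wells and no-enzyme negative control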
tim10-1 inh: growth inhibitors of tim10-1 mutant yeast | S. cerevisiae tim10-1 ts strain growth, BacTiter-Glo, 24 h | inhibition, % at 20 µM | 330,000 tested, 2.2% active | AID 463190;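 active = inhibition of at least 40%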;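 also: mutant grown at 25 °C; 0% = DMSO wells with yeast and 100% = wells holding no yeast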
Apaf1 inhib: blocks human Apaf-1 apoptosome activity | O14727 | reconstituted apoptosome caspase-3 activity, DEVD-Rh110 fluorescence | inhibition, % at 20 µM | 330,000 tested, 0.71% active; active = inhibition of at least 40% at 20 µM;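 also: plate controls were DMSO wells for no effect and DEVD-CHO caspase inhibitor wells for full effect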
Target sequence (O14727 whole entry, looked up): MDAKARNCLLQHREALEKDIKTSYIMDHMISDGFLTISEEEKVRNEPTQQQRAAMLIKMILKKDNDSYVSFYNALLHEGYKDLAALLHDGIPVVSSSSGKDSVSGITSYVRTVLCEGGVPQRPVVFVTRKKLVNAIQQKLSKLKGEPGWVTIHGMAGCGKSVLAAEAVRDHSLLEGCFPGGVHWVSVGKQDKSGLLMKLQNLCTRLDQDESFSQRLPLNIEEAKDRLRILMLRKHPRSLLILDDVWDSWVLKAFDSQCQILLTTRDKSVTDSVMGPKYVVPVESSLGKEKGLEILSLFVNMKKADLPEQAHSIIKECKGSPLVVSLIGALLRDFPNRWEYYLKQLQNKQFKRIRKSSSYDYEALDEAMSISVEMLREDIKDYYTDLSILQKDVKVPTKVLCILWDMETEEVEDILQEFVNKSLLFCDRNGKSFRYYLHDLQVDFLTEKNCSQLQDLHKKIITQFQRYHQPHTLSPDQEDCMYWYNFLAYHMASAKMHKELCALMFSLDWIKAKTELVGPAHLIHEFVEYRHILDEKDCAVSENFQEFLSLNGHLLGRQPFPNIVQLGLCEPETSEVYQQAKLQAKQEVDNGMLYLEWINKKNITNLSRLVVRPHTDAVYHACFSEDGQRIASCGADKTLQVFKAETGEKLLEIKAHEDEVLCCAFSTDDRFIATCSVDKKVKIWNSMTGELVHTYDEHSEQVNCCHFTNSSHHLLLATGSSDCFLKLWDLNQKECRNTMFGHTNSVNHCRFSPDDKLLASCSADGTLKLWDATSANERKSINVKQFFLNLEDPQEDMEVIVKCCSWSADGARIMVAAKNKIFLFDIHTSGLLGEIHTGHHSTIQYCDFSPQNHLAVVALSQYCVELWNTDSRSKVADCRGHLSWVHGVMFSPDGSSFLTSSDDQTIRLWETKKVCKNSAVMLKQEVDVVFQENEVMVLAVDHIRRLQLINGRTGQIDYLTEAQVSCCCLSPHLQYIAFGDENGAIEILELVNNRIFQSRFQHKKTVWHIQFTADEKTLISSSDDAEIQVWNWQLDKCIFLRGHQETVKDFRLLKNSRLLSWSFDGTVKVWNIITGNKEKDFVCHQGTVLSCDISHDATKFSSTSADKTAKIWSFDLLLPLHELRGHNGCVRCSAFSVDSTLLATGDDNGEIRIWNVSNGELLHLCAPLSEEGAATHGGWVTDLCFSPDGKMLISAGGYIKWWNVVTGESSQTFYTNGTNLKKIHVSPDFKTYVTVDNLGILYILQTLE
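Material: reconstituted apoptosome with Apaf-1, cytochrome c, caspase-9, procaspase-3, dATP / Buffer or medium: pH 7.5 Hepes buffer with CHAPS, BSA, DTT / Also added: cytochrome c with DEVD-Rh110 / Schedule: compound with Apaf-1, dATP, procaspase-3 30 min, then 50 min reaction, room temperature / Technique: rhodamine 110 fluorescence at Ex 480/Em 540 nm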
TIM10 inh: growth inhibitors of TIM10 yeast strain; inhibition, % at 10 µM; 330,000 tested, 1.4% active; S. cerevisiae TIM10 strain growth, BacTiter-Glo luminescence, 24 h; AID 463195;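 active = inhibition of 40% or more at the single tested concentration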;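 also: wild-type TIM10 isogenic control strain grown at permissive 25 °C; 0% = DMSO yeast wells and 100% = minimal medium wells without yeast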
hIAP inh: blocks human intestinal alkaline phosphatase; P09923; inhibition, % at 10 µM; purified IAP, CDP-Star luminescence, 30 min; 330,000 tested, 0.12% active;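 active = inhibition reaching a set limit with compound at 10 µM in the primary screen, cut at about 35% in these data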;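 also: plate controls were DMSO wells with enzyme for no effect and no-enzyme buffer wells for full effect; values of inactives mirror those of a sister screen read the other way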
hIAP act: human IAP activation | P09923 | purified human IAP, CDP-Star luminescence, 30 min; active compounds read high; 1 = vehicle-only enzyme, 0 = enzyme-free background | activation factor at 10 µM | 330,000 tested, 0.16% active | AID 2524;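 active = activation factor of the enzyme at least 2-fold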; also: the source names both 10 and 20 µM as test concentration; values of inactives mirror those of a sister screen read the other way
mIAP inh: blocks mouse intestinal alkaline phosphatase; purified mouse IAP, CDP-Star luminescence, 30 min; AID 2806; inhibition, % at 10 µM; 330,000 tested, 0.2% active;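 active = inhibition of at least 40% at 10 µM in the primary screen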;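 also: plate controls were DMSO with enzyme for no effect and no enzyme wells for full effect; values of inactives mirror those of a sister screen read the other way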
Active calls of the source: *. An unsorted share of the library; about 4.5% have a hit in one of these screens.

(1) O=C(Nc1ccc2c(c1)C(=O)N(C1CCCCC1)C2=O)C1CCCO1 (centres undefined)
(2) CC(=O)c1ccc(Nc2c(C)n(C)n(-c3ccccc3)c2=O)cc1
(3) COCCn1c(SCC(=O)Nc2cccc(C(=O)OC)c2)nc2ccccc2c1=O
(4) COc1ccc(Cl)cc1NC(=O)CNc1ccccc1CN(C)C1CCCCC1
(5) Cc1cccc(CN2CCN(C(C)C(=O)NC(C)c3ccccc3)CC2)c1 (centres undefined)
(6) COc1ccccc1CNC(=O)COC(=O)c1c[nH]c2ccccc12

compound no.	1	2	3	4	5	6
ATG4B inhibitor	2	4	-4	0	-3	5
NALP3 yeast inh	6	14	9	-11	12	8
mIAP activ	1.1	0.99	1	1.1	0.98	1.1
tim10-1 inh	27	15	28	43*	29	15
Apaf1 inhib	7	-13	1	12	6	5
TIM10 inh	4	11	-27	17	-4	5
hIAP inh	-25	-1	-6	-5	-10	11
hIAP act	1.3	1	1.1	1.1	1.1	0.89
mIAP inh	-7	1	-1	-8	2	-9

(7) CC1(C)Cc2c(sc3ncnc(NN)c23)CO1
(8) COc1ccc(C(=O)NCCS(=O)(=O)NCc2cccnc2)cc1
(9) Cc1cc(Br)cc(C)c1NC(=S)NC(=O)CC(C)C
(10) COCc1nnc(NC(=O)C2CC(=O)N(C3CCCC3)C2)s1 (centres undefined)
(11) Cc1ccc(CNS(=O)(=O)c2ccc3c(c2)OCCO3)cc1
(12) Cc1ccc(NC(=O)COC(=O)c2oc3ccccc3c2C)cc1S(=O)(=O)N1CCOCC1

compound no.	7	8	9	10	11	12
ATG4B inhibitor	1	-9	1	3	-14	-7
NALP3 yeast inh	14	9	25	13	6	16
mIAP activ	1	0.93	0.99	0.98	1	0.94
tim10-1 inh	16	-11	26	-10	38	19
Apaf1 inhib	-12	-8	11	2	-5	11
TIM10 inh	10	-4	19	0	41*	14
hIAP inh	10	3	-3	18	7	-16
hIAP act	0.9	0.97	1	0.82	0.93	1.2
mIAP inh	-3	7	0	2	-4	6

Another view of some results above:
Values run as follows: ATG4B inhibitor	NALP3 yeast inh	mIAP activ	tim10-1 inh	Apaf1 inhib	TIM10 inh	hIAP inh	hIAP act	mIAP inh
[4] COc1ccc(Cl)cc1NC(=O)CNc1ccccc1CN(C)C1CCCCC1
  0	-11	1.1	43*	12	17	-5	1.1	-8
[1] O=C(Nc1ccc2c(c1)C(=O)N(C1CCCCC1)C2=O)C1CCCO1 (centres undefined)
  2	6	1.1	27	7	4	-25	1.3	-7
[8] COc1ccc(C(=O)NCCS(=O)(=O)NCc2cccnc2)cc1
  -9	9	0.93	-11	-8	-4	3	0.97	7

The list goes on:
(13) Cc1ccc(C)c(S(=O)(=O)N2CCNCC2)c1
(14) CC(C)(C)C(=O)Cn1ncc(N2CCOCC2)c(Br)c1=O
(15) CCCC1=Nc2cc(C(=O)N3CCC(C(=O)OCC)CC3)ccc2Sc2ccccc21
(16) COCC(=O)Nc1c(C(=O)Nc2cccc(OC)c2)oc2ccccc12
(17) O=C(CNC(=O)c1ccc(-c2ccccc2)cc1)Nc1cccc(CO)c1
(18) CC(=O)C(Sc1ncnc2c1nnn2-c1ccc(F)cc1)C(=O)N(C)C (centres undefined)

compound no.	13	14	15	16	17	18
ATG4B inhibitor	-9	-12	4	-16	-6	4
NALP3 yeast inh	26	8	9	16	12	-3
mIAP activ	0.98	1.1	0.99	0.98	0.99	0.85
tim10-1 inh	-6	-3	41*	32	18	14
Apaf1 inhib	-13	3	27	5	7	8
TIM10 inh	5	-17	-1	31	-3	16
hIAP inh	-3	5	8	4	-1	-6
hIAP act	1	0.95	0.92	0.96	1	1.1
mIAP inh	2	-13	1	2	1	15

(19) C[C@@H]1CC[C@]2(O[C@@H](CCO)C[C@H](O)[C@H]2O)O1
(20) CCOC(=O)c1sc(NC(=O)CSc2ccccn2)c(C#N)c1C
(21) CCCCN1C(=O)C2NN=C(C(=O)OC)C2C1=O (centres undefined)
(22) CC1=NN(c2nc(-c3ccc(C#N)cc3)cs2)C(=O)C1
(23) O=C(CCC(=O)Nc1ccc(F)cc1)N/N=C/c1ccccc1O
(24) COc1ccc(CNC(=O)COC(=O)c2cc(-c3ccc(Cl)s3)nc3ccccc23)cc1

compound no.	19	20	21	22	23	24
ATG4B inhibitor	7	6	-3	-4	-6	-7
NALP3 yeast inh	3	12	-3	27	17	-14
mIAP activ	1.1	1	0.96	0.93	0.86	0.96
tim10-1 inh	1	7	12	38	6	16
Apaf1 inhib	-5	-13	-4	0	4	19
TIM10 inh	17	-7	9	5	1	1
hIAP inh	-2	-9	10	-21	-30	1
hIAP act	1	1.1	0.9	1.2	1.3	0.99
mIAP inh	-5	-2	4	7	14	4

(25) CCOc1ccc(C2C(=O)N(C3CCCCC3)CC(=O)N2CC2CCCO2)cc1OC (centres undefined)
(26) O=C(COC(=O)C1CCCO1)Nc1nc(-c2ccc(F)cc2)cs1 (centres undefined)
(27) O=C(COc1ccc(S(=O)(=O)N2CCCC2)cc1)Nc1ccc(F)cc1
(28) O=C(CN1C(=O)NC(c2ccc(F)cc2)C1=O)Nc1ccc2c(c1)OCCO2 (centres undefined)
(29) CCc1cc(C(=O)N(C)CC(=O)N(CC(C)C)c2c(N)n(CC(C)C)c(=O)[nH]c2=O)sc1C
(30) CCCn1c(SCC(=O)N2CCc3ccccc3C2)nc(O)cc1=O

compound no.	25	26	27	28	29	30
ATG4B inhibitor	-6	-4	0	-2	-4	8
NALP3 yeast inh	14	6	2	3	19	14
mIAP activ	1	0.91	0.93	1	1.1	0.97
tim10-1 inh	9	6	14	3	-7	-10
Apaf1 inhib	-17	-4	3	-5	-1	2
TIM10 inh	7	3	17	-3	10	16
hIAP inh	5	4	8	2	-11	-14
hIAP act	0.95	0.96	0.92	0.98	1.1	1.1
mIAP inh	0	9	7	-4	-5	3

(31) CCOC(=O)C1=C(C)NC(=O)NC1c1ccc(Cl)cc1Cl (centres undefined)
(32) Cc1ccc(SCC(=O)NC(C)(C)C)cc1
(33) CC(C)(C)OC(=O)N[C@@H](Cc1ccccc1)C(=O)N[C@@H](CO)[C@H](O)[C@@H]1C[C@@H]1C(=O)NC1CC1
(34) CN(C)S(=O)(=O)c1cccc(C(=O)N(Cc2ccc(F)cc2)Cc2ccco2)c1
(35) O=C(COC(=O)c1ccccc1)NC12CC3CC(CC(C3)C1)C2
(36) O=C(Nc1c2c(nn1-c1ccc(F)cc1)CS(=O)C2)c1ccco1 (centres undefined)

compound no.	31	32	33	34	35	36
ATG4B inhibitor	7	-8	6	-12	-2	13
NALP3 yeast inh	1	18	8	5	25	8
mIAP activ	1	1.1	1	1	1.1	1
tim10-1 inh	16	1	-10	15	39	-6
Apaf1 inhib	-2	14	0	8	5	-13
TIM10 inh	1	6	-6	12	14	3
hIAP inh	-4	-2	4	-18	-9	7
hIAP act	1	1	0.96	1.2	1.1	0.93
mIAP inh	-3	-6	-4	-4	-8	-4

(37) O=C1CCCN1CN(C(=O)c1ccccc1)c1ccc(F)cc1
(38) COc1ccc(CN(C)C(C)C(=O)Nc2ccc([N+](=O)[O-])cc2Cl)cc1OC (centres undefined)
(39) O=C(/C=C/c1cn(-c2ccccc2)nc1-c1cccnc1)c1ccco1
(40) O=C(Nc1ccccc1F)c1ccc(CNS(=O)(=O)c2cccc(C(F)(F)F)c2)cc1
(41) O=C(CN(CC1CCCO1)C(=O)CNS(=O)(=O)c1ccc(Cl)cc1)NCc1ccccc1 (centres undefined)
(42) C/C(Cn1nc([N+](=O)[O-])cc1C)=N\NC(=O)COc1c(Cl)cc(Cl)cc1Cl

compound no.	37	38	39	40	41	42
ATG4B inhibitor	4	-8	-6	-8	-1	-11
NALP3 yeast inh	-5	13	12	23	15	11
mIAP activ	1.1	0.89	0.9	1	0.97	0.95
tim10-1 inh	5	21	57*	-3	-19	19
Apaf1 inhib	3	20	10	-12	3	8
TIM10 inh	-1	19	48*	-8	8	16
hIAP inh	8	7	6	-22	5	3
hIAP act	0.92	0.93	0.94	1.2	0.95	0.97
mIAP inh	-6	11	10	0	2	4

(43) O=C(NCCc1cn2ccccc2n1)c1ccccc1F
(44) COc1ccc(NS(=O)(=O)c2ccc(S(=O)(=O)N(C)C)cc2)cc1S(N)(=O)=O
(45) Cc1ccc(N/C=C/C(=O)c2ccccc2)cc1C
(46) COCCNC(=O)Cn1ncc2ccsc2c1=O
(47) CC(C)c1cccc(-c2ccc3c(c2)S(=O)(=O)c2cccc(C(=O)NCc4ccccc4)c2C3=O)c1
(48) Cc1ccc(S(=O)(=O)CCC(=O)OCC(=O)NC(C)c2ccc(F)cc2)cc1 (centres undefined)

compound no.	43	44	45	46	47	48
ATG4B inhibitor	0	1	8	-8	-1	-1
NALP3 yeast inh	17	-4	10	10	22	9
mIAP activ	0.94	0.99	0.96	1	0.99	0.98
tim10-1 inh	0	-5	17	-19	-3	19
Apaf1 inhib	4	-24	10	5	-1	-1
TIM10 inh	-9	-18	5	-6	-10	9
hIAP inh	1	4	-7	-8	-12	13
hIAP act	0.99	0.96	1.1	1.1	1.1	0.87
mIAP inh	6	1	4	-4	1	2

(49) NC(=O)C1CCN(C2=C(Cl)C(=O)c3ccccc3C2=O)CC1
(50) Cc1ccc(-n2c(=O)cc(N3CCN(Cc4ccccc4)CC3)[nH]c2=O)cc1
(51) CSc1nc(O)c(Nc2cccc(Cl)c2)c(=O)[nH]1
(52) O=C(c1ccccc1)c1cc2c(cc1[N+](=O)[O-])OCCO2
(53) Cc1nn(C)c(C)c1S(=O)(=O)N1CCC(C(=O)NC2CCCCC2)CC1
(54) CCc1ccccc1N1C(=O)C(Cl)=C(N2CCOCC2)C1=O

compound no.	49	50	51	52	53	54
ATG4B inhibitor	3	9	1	0	-4	2
NALP3 yeast inh	10	25	14	-8	19	11
mIAP activ	0.92	0.95	0.9	1.1	1.1	1.1
tim10-1 inh	37	1	3	-10	6	6
Apaf1 inhib	73*	0	-4	5	3	3
TIM10 inh	39	-2	1	1	-24	-3
hIAP inh	8	0	-2	0	-2	-20
hIAP act	0.92	1	1	1	1	1.2
mIAP inh	8	4	10	-14	-14	-5

(55) CCC(C)[C@H](NC(=O)N1CCn2c1nc1ccccc12)C(=O)NCCc1ccc(OC)c(OC)c1 (some centres undefined)
(56) CC1(C)CC(=O)C=C(Nc2ccccc2C#N)C1
(57) N#CCSc1nnc(C2CCCCC2)n1-c1ccccc1
(58) O=c1cc(CO)occ1OCc1cccc(F)c1
(59) C[C@H](CO)N1C[C@H](C)[C@@H](CN(C)Cc2ccc(-c3ccccc3)cc2)Oc2c(NC(=O)c3ccncc3)cccc2C1=O
(60) N#Cc1nc(-c2ccco2)oc1N1CCC(Cc2ccccc2)CC1
(61) O=C(Nc1ccccc1N1CCCC1)C1CCN(C(=O)c2ccc(Cl)cc2)CC1
(62) Cc1ccc(CNc2ccc(N3CCOCC3)c(C(=O)O)c2)s1

compound no.	55	56	57	58	59	60	61	62
ATG4B inhibitor	-10	-8	-11	9	-14	-4	12	-4
NALP3 yeast inh	11	8	-7	5	5	12	30	-7
mIAP activ	0.96	1	1	0.93	1	0.88	1	1
tim10-1 inh	17	13	17	11	9	31	3	-14
Apaf1 inhib	4	4	-1	5	33	15	13	-3
TIM10 inh	3	6	7	6	5	15	-3	2
hIAP inh	-2	-6	6	-3	-4	1	12	0
hIAP act	1	1.1	0.94	1	1	0.99	0.88	1
mIAP inh	4	-2	-5	7	-4	12	-1	-4
